TRHR ag: qHTS for Small Molecule Agonists and Allosteric Enhancers of Human TRH Receptor: Primary Screen for Agonists; AID 493084, 2011; 360,000 compounds, 0.18% hits; activation, % at 2 µM; TRHR cells, calcium flux fluo-8, FDSS agonist mode; Thyrotropin-releasing hormone receptor (Homo sapiens), P34981; in the data active = activation above about 30%; also: 0% is about no effect
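TRHR-expressing cells, plated overnight in medium with 10% serum, were loaded with fluo-8 calcium dye at room temperature. After a 10 s baseline, library compound was pin-added and calcium release was recorded kinetically (ex 480/em 530) as agonist response.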
Apoferritin bind: qHTS Assay for Identification of Novel General Anesthetics; Ferritin light chain (Equus caballus), P02791; apoferritin/1-aminoanthracene competitive binding, fluorescence; Potency, µM (doses to about 77.5 µM), for inactives: at the highest dose activity change, negative = displacement, actives largely listed as inhibitors; 350,000 compounds, 0.074% hits; AID 485281, 2010; also: potency is read from the fitted curve at half-maximal effect; % is scaled to controls: 0 for no effect and ±100 for the full control effect; nearly all actives have a fitted effect of over 20% in size
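Steps: apoferritin (10 uM) was premixed with half-saturated 1-AMA in PBS, compounds were pin-transferred, plates stood 10 min at room temperature, fluorescence was read at 380/535 nm, and curves were fitted with a Hill equation.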
Pol iota inh: qHTS for Inhibitors of Polymerase Iota; Pol iota fluorescent replication assay, 10 min; Potency, µM (titrated, usually from 115 µM), for inactives: at the highest dose activity, negative = inhibition, most hits filed as inhibitors; 390,000 compounds, 1% hits; AID 588590, 2011; also: potency is read from the fitted curve at half-maximal effect
Target sequence (Q9UNA4 whole entry, looked up): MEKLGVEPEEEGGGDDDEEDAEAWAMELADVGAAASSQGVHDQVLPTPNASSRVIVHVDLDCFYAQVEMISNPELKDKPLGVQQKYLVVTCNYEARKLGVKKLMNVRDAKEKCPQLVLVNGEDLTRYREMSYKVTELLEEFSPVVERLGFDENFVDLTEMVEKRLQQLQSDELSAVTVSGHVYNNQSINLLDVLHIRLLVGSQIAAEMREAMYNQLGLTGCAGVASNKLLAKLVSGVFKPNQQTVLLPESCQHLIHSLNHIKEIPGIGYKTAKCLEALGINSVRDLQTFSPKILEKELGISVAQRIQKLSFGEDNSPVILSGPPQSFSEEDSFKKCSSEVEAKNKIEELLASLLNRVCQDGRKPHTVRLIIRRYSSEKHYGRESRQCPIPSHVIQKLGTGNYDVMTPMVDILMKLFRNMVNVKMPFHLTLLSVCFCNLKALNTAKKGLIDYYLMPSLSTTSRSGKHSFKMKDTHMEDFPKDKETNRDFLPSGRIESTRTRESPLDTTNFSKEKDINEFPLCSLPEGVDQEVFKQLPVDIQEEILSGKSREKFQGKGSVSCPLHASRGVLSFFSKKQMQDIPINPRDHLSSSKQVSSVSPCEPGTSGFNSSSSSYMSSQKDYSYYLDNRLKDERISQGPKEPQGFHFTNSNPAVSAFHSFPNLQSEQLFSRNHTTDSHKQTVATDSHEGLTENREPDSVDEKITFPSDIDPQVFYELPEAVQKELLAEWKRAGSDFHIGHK
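Pol iota at 10 nM preincubated 15 min with compounds at room temperature; reaction started with fluorescent substrate, 50 nM final. Fluorescence read kinetically at 0 and 10 min; buffer-only wells as negative control.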
POLK inh: qHTS for Inhibitors of Polymerase Kappa. DNA polymerase kappa (Homo sapiens), Q9UBT6. purified Pol kappa, fluorescent DNA synthesis assay, 10 min. Potency, µM (titrated, usually from 107 µM), without a hit: at the highest dose activity, negative = inhibition, actives largely listed as inhibitors. 400,000 compounds, 0.53% hits. AID 588579, 2011; also: potency is read from the fitted curve at half-maximal effect; % is scaled to controls: 0 for no effect and ±100 for the full control effect
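Activity was followed as the change in fluorescence between reads at 0 and 10 min after starting the reaction with 50 nM substrate. Beforehand, 10 nM polymerase had been preincubated with compound for 15 min at room temperature.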
ERG Ets-DNA blk: qHTS for Small Molecule Inhibitors of the ERG Ets/DNA interaction; Transcriptional regulator ERG (Homo sapiens), P11308; fluorescence polarization, His-ERG Ets domain / labelled DNA; Potency, µM (highest dose often 76.9 µM), for inactives: at the top dose FP activity, negative = inhibition, most hits filed as inhibitors; 370,000 compounds, 0.028% hits; AID 624246, 2012; active = well fitted inhibition curve with a large enough effect in the polarisation, with a control signal flat; inconclusive = small, poorly fitted or top-dose-only effect, or effect the other way, or a change in a side signal; inactive = no such curve, though single readings can be large or run the other way; the % refers to the polarisation;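 also: polarization taken with two DNA probes labelled with fluorescein and Texas red; potency is read from the fitted curve at half-maximal effect; % of control where 0% means no effect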
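His-tagged ERG Ets domain (1 uM in the protein solution; 300mM KCl, 50mM Tris-HCl, 1mM EDTA, 1mM DTT, pH 7.5) received compound, then a probe mix of 5 nM fluorescein-DNA and 100nM Texas-615-DNA. Fluorescence polarization was read for both dyes.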
ALOX12 inh: Primary qHTS assay for inhibitors of human arachidonate 12S-lipoxygenase (ALOX12): Round 2; purified 12hLO, xylenol orange hydroperoxide absorbance; Potency, µM (doses to about 108 µM), without a hit: top-dose activity change, negative = inhibition, hits mostly inhibitors; 580,000 compounds, 1.1% hits; also: potency is read from the fitted curve at half-maximal effect; % is scaled to controls: 0 for no effect and ±100 for the full control effect
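Hydroperoxide product was detected by ferrous iron/xylenol orange as the 573 to 405 nm absorbance ratio. Arachidonic acid at 40 uM (final) was turned over for 30 min at room temperature by 150 nM human 12hLO, pH 7.0 Hepes buffer, after 15 min compound preincubation.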
POLB inh: qHTS Assay for Inhibitors of DNA Polymerase Beta; P06746; Pol beta primer extension/strand displacement, fluorescence kinetic; Potency, µM (highest dose often 114 µM), without a hit: top-dose activity change, negative = inhibition, most hits filed as inhibitors; 340,000 compounds, 1.3% hits; AID 485314, 2010; also: potency is read from the fitted curve at half-maximal effect; % is scaled to controls: 0 for no effect and ±100 for the full control effect
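Pol beta (10 nM) and compounds were preincubated 15 min at room temperature, then 50 nM substrate (final) started primer extension/strand displacement. Reads were taken at 0 and 10 min; concentration-response data were fitted to a four-parameter Hill equation.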
APEX1 inh: qHTS Assay for Inhibitors of the Human Apurinic/apyrimidinic Endonuclease 1 (APE1); Potency, µM (top dose mostly 65.8 µM), for inactives: at the top dose activity change, negative = inhibition, hits mostly inhibitors; DNA repair nuclease/redox regulator APEX1 (Homo sapiens), P27695; AID 2517, 2012; recombinant APE1, TAMRA/BHQ-2 abasic DNA cleavage fluorescence; 350,000 compounds, 0.35% hits;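 also: potency is read from the fitted curve at half-maximal effect; plate controls were vehicle for no effect and reference inhibitor for full effect; nearly all actives have a fitted effect of over 55% in size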
Target sequence (P27695 whole entry, looked up): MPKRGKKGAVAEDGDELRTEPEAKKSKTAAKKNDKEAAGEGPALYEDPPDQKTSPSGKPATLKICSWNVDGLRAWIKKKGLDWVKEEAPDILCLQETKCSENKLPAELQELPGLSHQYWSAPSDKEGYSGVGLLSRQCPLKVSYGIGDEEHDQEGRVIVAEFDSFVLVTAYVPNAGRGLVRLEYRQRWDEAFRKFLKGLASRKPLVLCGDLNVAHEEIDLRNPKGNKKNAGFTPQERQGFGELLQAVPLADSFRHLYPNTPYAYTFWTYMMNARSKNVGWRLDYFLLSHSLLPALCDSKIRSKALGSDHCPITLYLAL
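APE1 at 0.75 nM preincubated 15 min at room temperature with compound. Reaction then started with 50 nM double-stranded THF-abasic substrate labelled with TAMRA/BHQ-2, and 525/598 nm fluorescence read kinetically. Activity taken as third-minus-first read difference, normalized to DMSO and NSC13755 controls.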
BLM helicase inh: qHTS Assay for Inhibitors of Bloom's syndrome helicase (BLM); RecQ-like DNA helicase BLM (Homo sapiens), P54132; recombinant BLM DNA unwinding, fluorescence dequenching; Potency, µM (doses to about 56.1 µM), for the others: at the highest dose activity change, negative = inhibition, most hits filed as inhibitors; 350,000 compounds, 0.2% hits; AID 2528, 2010;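 also: potency is read from the fitted curve at half-maximal effect; plate controls were vehicle for no effect and no enzyme for full effect; nearly all actives have a fitted effect of over 35% in size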
* = called active by the depositor; ? = inconclusive; · = not tested or not shown; & = joins results of further samples; [ ] = remark or other dose. Unless noted, calls follow the shape of the dose curve; as a rule, active = well fitted curve in the direction sought with a large enough effect; inconclusive = small, poorly fitted or top-dose-only effect, or another doubt; inactive = no such curve, though single readings can be large; an effect the other way counts as inactive or inconclusive. A portion of the library; the hit share may differ from the screen's.

SMILES	TRHR ag	Apoferritin bind	Pol iota inh	POLK inh	ERG Ets-DNA blk	ALOX12 inh	POLB inh	APEX1 inh	BLM helicase inh
CCOC(=O)c1cccc(NC(=O)CCNS(=O)(=O)c2ccc3c(c2)CCN3C(=O)CC)c1	-0.3	-19%	19%	-10%	-7%	-22%	21%	0%	0%
CCOCCCn1cnc2c([nH]c3cc(OC)ccc32)c1=O	0.0	-16%	7%	-16%	1%	0%	6%	-3%	1%
COc1ccccc1NS(=O)(=O)c1cccc(NC(=O)Cc2cccs2)c1	-0.2	-18%	20%	-12%	-4%	-23%	8%	11%	-1%
Cc1cccc(NC(=O)c2cc3n(n2)C(C(F)(F)F)CC(c2ccc4c(c2)OCO4)N3)c1 (stereo not drawn)	-0.3	-13%	27%	-16%	2%	?	0%	1%	-6%
CCCCc1ccc(NC(=S)NCc2cccnc2)cc1	-0.8	?	23%	-21%	-5%	-6%	-15%	-1%	-9%
COc1ccc(/C(O)=C2\C(=O)C(=O)N(CCCN(C)C)C2c2ccccc2F)cc1Cl (stereo not drawn)	0.8	-8%	·	·	·	·	2%	9%	2%
O=C(CNCc1cccs1)Nc1ccc(N2CCCCCC2)cc1	0.3	?	10%	-4%	-8%	?	-1%	15%	-17%
CCC(=O)c1ccc(N2CCCC2)c(F)c1	-0.2	1%	-10%	-8%	-1%	-13%	-1%	4%	-1%
Nc1nnc(N2CCCCCC2)s1	0.4	?	18%	-10%	-7%	8%	-11%	-1%	-11%
Cc1cc2nnc(SCC(=O)NCc3ccco3)n2c2ccccc12	·	·	-8%	3%	-8%	32%[activator]	·	·	·
C/C(CC(=O)Nc1ccc2c(c1)OCCO2)=N\NC(=O)COc1ccccc1	0.0	7%	137%[activator]	-26%	0%	-1%	26%	30%	-8%
Cc1cc(C)c(NC(=O)c2cc(=O)c3ccccc3o2)c(C)c1	-0.1	-8%	19%	-4%	-22%	-11%&16%	39%	2%	-2%
COc1cccc(NC(=O)NCCCSC2CCCCC2)c1	-0.1	?	2%	-16%	2%	-7%	6%	-8%	-5%
COc1ccc(NC(=O)CSc2nnc(Cc3ccccc3)c(=O)n2N)cc1	-0.4	·	-17%	-7%	14%	14%	·	-2%	·
COCCn1c(C)cc(C(=O)CSc2nc3ccccc3c(=O)[nH]2)c1C	0.0	-2%	12%	-16%	-15%	-23%	5%	1%	-10%
COc1ccccc1C(c1nnnn1Cc1ccco1)N1CCN(c2cccc(C)c2C)CC1 (stereo not drawn)	0.3	30%	-1%	-15%	-5%	?	-5%	-7%	-14%
O=C1CC(N2CCN(c3ccc(F)cc3)CC2)C(=O)N1c1ccccc1 (stereo not drawn)	0.1	-6%	73%[activator]	-8%	-24%	-1%	12%	6%	-3%
CC(C)NS(=O)(=O)c1ccc(NC(=O)C(C)Oc2ccc(C(=O)c3ccccc3)cc2)cc1 (stereo not drawn)	17	-23%	-15%	-12%	3%	-9%	2%	0%	-11%
Cc1cc(C)n2nc(C(=O)NCC(=O)Nc3ccc(F)c(F)c3)nc2n1	0.1	·	82%[activator]	-14%	3%	-11%	·	29%	·
Cc1nc2ccccn2c1CN(C)C(=O)C1CCC(=O)N(CCc2cccc(F)c2)C1 (stereo not drawn)	0.1	-7%	42%[activator]	1%	5%	-4%	-27%	27%	1%
O=C1NC2(CCCCC2)C(=O)N1Cc1cc(=O)n2ccsc2n1	-1.7	-2%	2%	-3%	5%	-4%	?	15%	-4%
COc1ccc(COc2cc(-c3cccc(OC)c3)nc3ccc(NC(=O)c4ccc(C)cc4)cc23)cc1	0.8	9%&-5%	74%[activator]	-17%[60.1 µM]	4%	-6%	0%	-7%[50.4 µM]	0%&-4%
COc1ccc(NC(=O)CCOc2ccc(C)cc2)c(OC)c1	-0.4	-8%	169%[activator]	-13%	-12%	-1%	0%	-4%	-5%
CC1CCCCN1C(=O)COC(=O)CNC(=O)c1ccc(Cl)cc1Cl (stereo not drawn)	-0.1	·	25%	-10%	-4%	-29%	·	-2%	·
COc1ccc(-c2cc(-c3ccccc3)nc(N3CCCC3)n2)cc1OC	0.1	294%[activator]	15%	-17%	1%	-20%	7%	11%	-9%
COc1ccc(S(=O)(=O)N2CCN(C(=O)C3CC(=O)N(c4ccccc4F)C3)CC2)cc1OC (stereo not drawn)	·	·	5%	-16%	-7%	17%	·	·	·
COc1cc(NC(=O)N[C@@H](Cc2ccccc2)C(=O)O)cc(OC)c1	-0.6	-10%	141%[activator]	-11%	0%	-12%	13%	11%	-5%
Cc1cc(=O)n2nc(N3CCCC(C(=O)N4CCc5ccccc54)C3)sc2n1 (stereo not drawn)	-1.7	2%	10%	-8%	-19%	·	-8%	0%	0%
O=C(Nc1ccc(N2CCCC2)c(Cl)c1)c1ccc2c(c1)OCCO2	·	·	24%	-12%	6%	-8%	·	·	·
CC(=O)N1CCN(CC(=O)Nc2c(Cl)ccc(C)c2Cl)CC1	-0.1	1%	18%	-9%	-1%	-7%	-3%	10%	-1%
CC(=O)NN1C(=O)/C(=C2/Sc3ccccc3N2C)SC1=S	-1.0	-11%	?	0%	-11%	0%	4%	-14%	-3%
Cc1ccccc1NC(=O)CN(C)S(=O)(=O)c1ccc2c(c1)n(C)c(=O)c(=O)n2C	0.0	-6%	-11%	-10%	-10%	0%	75%	?	2%
COC(=O)c1nc2n(n1)C(c1ccccc1OC)C1=C(CCCC1=O)N2 (stereo not drawn)	0.1	0%	-4%	-1%	0%	3%	-22%	-1%	-8%
CN(CC(=O)Oc1ccc(-c2nnco2)cc1)S(=O)(=O)c1ccc(F)cc1	-0.4	·	24%	-3%	3%	33%	·	33%	·
O=C(Cc1ccccc1F)NC1CCCc2ccccc21 (stereo not drawn)	-0.7	0%	10%	3%	8%	-20%	31%	-10%	-3%
Cc1ccc(-c2ccc(=O)n(CC(=O)NCc3ccco3)n2)cc1	·	8.9µM*	16%	-3%	4%	-10%	8%	2%	0%
CCOc1ccccc1CNC(=O)c1cnc2sc(N(CC)CC)nn2c1=O	-0.1	-14%	7%	-20%	1%	-6%	1%	·	-4%
Cc1cc(NS(=O)(=O)c2ccc(NC(=O)c3cccc(OC(F)F)c3)cc2)nc(C)n1	0.2	-3%	14%	-5%	3%	-8%	?	3%	1%
COc1ccc(OC)c(C(=O)NC(CC(N)=O)c2ccc(NCC3CC3)c([N+](=O)[O-])c2)c1 (stereo not drawn)	-1.0	?	1%	-7%	-6%	2%	8%	29%	-2%
COc1cc2cc(C(c3nnnn3C3CCCC3)N3CCCCCC3)c(=O)[nH]c2cc1OC (stereo not drawn)	1.6	-5%	42%[activator]	-7%	-1%	?	2%	-1%	-2%
CSC1=NCCN1C(=O)c1c(F)cccc1F	-0.2	-5%	5%	-16%	-2%	0%[57.4 µM]	0%	7%	-5%
COc1ccc(-c2csc(N3C(=N)SCC3=O)n2)cc1	·	-12%	8%	1%	-1%	-14%	7%	10%	-1%
CC(=O)N1N=C(c2ccccc2)CC1c1ccccc1 (stereo not drawn)	-1.0	-2%	94%[activator]	-1%	2%	1%	12%	10%	-2%
O=C(O)CCN1C(=O)C2C3c4ccccc4C(c4ccccc43)[C@@H]2C1=O (stereo partly drawn)	-0.5	4%	11%	4%	-4%	0%	3%	-3%	-1%
COc1cc(OC)cc(-c2c(-c3ccc(F)cc3)c3cc(-c4ccc5c(c4)OCCO5)ccc3n2C)c1	·	·	19%	2%	-1%	-5%	·	-7%	·
CCCCNC(=O)N(O)C1N(/N=C/c2ccccc2F)C(=S)SC1(C)C (stereo not drawn)	0.1	-10%	96%[activator]	-9%	-25%	30%[activator]	0%	-2%	-7%
O=C(CSc1nnnn1-c1ccccc1)NC(=O)NCc1ccco1	-1.3	-8%	20µM*	?	0%	?	40µM*	28µM*	-17%
CC(C)C(NS(=O)(=O)c1ccccc1)C(=O)N1CCCC1 (stereo not drawn)	0.4	-3%	97%[activator]	0%	-4%	5%	3%	-1%	1%
CC1CN(C(=O)COC(=O)c2cccc(S(=O)(=O)N3CCc4ccccc43)c2)CC(C)O1 (stereo not drawn)	·	·	?	-7%	11%	?	·	-5%	·
CCOc1ccc(C(=O)O/N=C(\N)c2ccc([N+](=O)[O-])cc2)cc1OCC	-0.8	2%	7%	-17%	-1%	-2%	?	0%	-1%
S=C(Nc1cc(Cl)cc(Cl)c1)NC1CCN(Cc2ccccc2)CC1	2.2	-16%	9%	-7%	7%	?	24%	-15%	-10%
COc1cccc(/C=N/NC(=O)C(=O)N2CCCC2)c1O	-0.5	-5%	16%	0%	·	1%	29%	-1%	1%

Source: PubChem BioAssay (National Center for Advancing Translational Sciences (NCATS))
